Glioma ERSR ind: qHTS for Inducers of the Endoplasmic Reticulum Stress Response (ERSR) in Human Glioma: qHTS. Potency, µM, for inactives: at the highest dose activation, usual class: activators. 420,000 tested, 0.02% active. U87-MG GRP78 promoter luciferase reporter, 16 h. AID 602332, 2012; further: potency means the concentration at half of the fitted maximal effect; series mostly up to about 76 µM; % of control where 0% means no effect; nearly all actives have a fitted effect of over 35% in size
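ERSR induction read as luciferase luminescence (Bright-Glo, 10 min at room temperature) in stably transfected human U87-MG glioma cells exposed to compounds for 16 h, using GRP78 as sensor.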
Vif-A3F inh: qHTS for Inhibitors of Vif-A3F Interactions: qHTS. AID 602313, 2012. HeLa A3F-eYFP + Vif (tagged APOBEC3F with the HIV-1 protein that degrades it), YFP fluorescence increase. 390,000 tested, 0.2% active. Potency, µM (series often up to 46.1 µM), for inactives: at the top dose activity, negative = active; further: potency means the concentration at half of the fitted maximal effect; % of control where 0% means no effect; nearly all actives have a fitted effect of over 65% in size
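Fluorescence increase (Ex 488/Em 500-530) after overnight compound treatment at 37 deg C flags inhibition of Vif-driven A3F-eYFP loss in stable HeLa A3F-eYFP/Vif cells seeded overnight beforehand.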
RXFP1 agonist: qHTS Assay for Agonists of the Relaxin Receptor RXFP1 | AID 2676, 2010 | Relaxin receptor 1 (Homo sapiens), Q9HBX9 | HEK293T-RXFP1 cAMP TR-FRET, 30 min; response scale: percent of porcine relaxin response, buffer zero | Potency, µM (series often up to 57.5 µM), inactives show at the top dose activation, hits mostly activators | 370,000 tested, 0.3% active; further: potency means the concentration at half of the fitted maximal effect; on the % scale 0 is the no-effect control and ±100 the full control effect; nearly all actives have a fitted effect of over 60% in size; many of its hits are not listed in these tables
Target sequence (Q9HBX9 whole entry, looked up): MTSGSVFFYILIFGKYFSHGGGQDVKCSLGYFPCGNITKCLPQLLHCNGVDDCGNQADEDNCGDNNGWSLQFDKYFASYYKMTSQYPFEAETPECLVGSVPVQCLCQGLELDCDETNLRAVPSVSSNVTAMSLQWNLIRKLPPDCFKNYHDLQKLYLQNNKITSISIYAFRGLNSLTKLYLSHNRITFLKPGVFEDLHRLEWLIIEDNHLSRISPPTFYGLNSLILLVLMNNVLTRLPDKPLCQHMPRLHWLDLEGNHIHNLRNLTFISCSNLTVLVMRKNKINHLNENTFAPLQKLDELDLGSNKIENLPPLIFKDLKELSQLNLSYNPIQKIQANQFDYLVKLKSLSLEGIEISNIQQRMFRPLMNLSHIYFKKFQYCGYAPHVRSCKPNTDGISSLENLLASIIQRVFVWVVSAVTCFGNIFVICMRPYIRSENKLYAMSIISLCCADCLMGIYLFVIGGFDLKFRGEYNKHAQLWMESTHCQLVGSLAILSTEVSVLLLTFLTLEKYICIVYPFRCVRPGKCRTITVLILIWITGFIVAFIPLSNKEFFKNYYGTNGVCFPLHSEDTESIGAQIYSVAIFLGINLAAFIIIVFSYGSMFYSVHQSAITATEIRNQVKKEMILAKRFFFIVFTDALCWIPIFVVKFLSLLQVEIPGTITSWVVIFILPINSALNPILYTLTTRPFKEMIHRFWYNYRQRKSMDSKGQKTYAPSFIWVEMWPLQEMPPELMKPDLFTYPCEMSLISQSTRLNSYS
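HEK293 cells stably expressing RXFP1, treated 30 min at 37C with compounds plus PDE4 inhibitor Ro 20174; cAMP measured by HTRF TR-FRET. Normalized to buffer and 29 nM porcine relaxin; EC50 by Hill fit.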
PI4K2A block: qHTS for small molecular inhibitors of PI4K2A | purified PI4K2A, ADP-Glo luminescence, 1 h; active compounds read low | 420,000 tested, 0.13% active | AID 1346378, 2018 | activity change, negative = inhibition, % at 76.9 µM | Phosphatidylinositol 4-kinase type 2-alpha (Homo sapiens), Q9BTU6; in the data active means activity change below about -50%; inconclusive means mostly about -30% to -49%;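 further: -100% = wells without enzyme as full effect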
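ADP-Glo luminescence measured ADP generated by PI4K2A enzyme (4 ug/mL before mixing) with 1.2 mM PI substrate (pre-mix) and 300 microM ATP (pre-mix). Tris pH7.5 buffer with MgCl2, Triton X-100; 1 h reaction at ambient temperature.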
USP1 inh: Inhibitors of USP1/UAF1: Primary Screen. Ubiquitin carboxyl-terminal hydrolase 1 (Homo sapiens), O94782. 390,000 tested, 0.23% active. recombinant USP1/UAF1, Ub-Rhodamine cleavage fluorescence. Potency, µM (series often up to 57.1 µM), without a hit: at the highest dose activity change, negative = inhibition, most hits filed as inhibitors; further: potency means the concentration at half of the fitted maximal effect; on the % scale 0 is the no-effect control and ±100 the full control effect; nearly all actives have a fitted effect of over 60% in size; inactives centre near -12
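USP1/UAF1 complex at 1 nM was preincubated with compound for 15 min at room temperature, then Ub-Rho substrate (150nM final) was added. Fluorescence (480/540 nm) was read kinetically, 6 reads every 60 seconds.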
IDH1 R132H inh: qHTS for Inhibitors of mutant isocitrate dehydrogenase 1 (IDH1): qHTS; 390,000 tested, 0.093% active; AID 602179, 2012; Potency, µM (top dose mostly 76.6 µM), for inactives: top-dose activity change, negative = inhibition, hits mostly inhibitors; IDH1-R132H enzyme, NADPH consumption, diaphorase/resazurin fluorescence; further: potency means the concentration at half of the fitted maximal effect; on the % scale 0 is the no-effect control and ±100 the full control effect; nearly all actives have a fitted effect of over 65% in size
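IDH1-R132H (0.5 ug/mL) preincubated 30 min with compound, then NADPH (0.016 mM) and alpha-KG (2 mM) added; 80 min at RT, pH 7.5. Remaining NADPH coupled via diaphorase/resazurin to fluorescence (540/590 nm); concentration-response curves normalized to no-enzyme control.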
Vif-APOBEC3G blk: qHTS for Inhibitors of Vif-A3G Interactions: qHTS; HeLa A3G-eYFP + Vif (tagged APOBEC3G with the HIV-1 protein that degrades it), YFP fluorescence, overnight; Potency, µM (top dose mostly 46.1 µM), for the others: at the highest dose activity, negative = active, hits mostly inhibitors; 410,000 tested, 0.076% active; AID 602310, 2012;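 further: potency means the concentration at half of the fitted maximal effect; on the % scale 0 is the no-effect control and ±100 the full control effect; nearly all actives have a fitted effect of over 60% in size; hits raise eYFP signal because A3G escapes Vif-driven loss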
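Read-out is eYFP fluorescence (Ex 488/Em 500-530) from Vif-expressing HeLa A3G-eYFP cells; more signal means A3G escaped Vif-mediated degradation. Cells plated overnight, compound pinned in, incubated overnight at 37 deg C.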
LDHA inh: qHTS assay for inhibitors of human lactate dehydrogenase. activity change, % (values are at about 110 or 230 µM). L-lactate dehydrogenase A chain (Homo sapiens), P00338. 480,000 tested, 0.15% active. purified LDHA, NADH/diaphorase-resazurin fluorescence; active compounds read low; in the data active means activity change below about -30%; inconclusive means mostly about -25% to -30%;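 further: plate controls were DMSO wells for no effect and wells without enzyme for full effect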
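Human LDH5 (2 nM) was incubated with 0.06 mM NADH and 0.2 mM pyruvate for 5 min at room temperature in Tris pH 7.4. Remaining NADH was coupled through diaphorase/resazurin, and resorufin fluorescence was read at 0 and 20 min.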
TrxR1 substrate: qHTS Assay for Substrates of Mammalian Selenoprotein Thioredoxin Reductase 1 (TrxR1): qHTS; Potency, µM (doses to about 114 µM), for inactives: top-dose activity change, negative = substrate turnover; 390,000 tested, 0.01% active; Thioredoxin reductase 1, cytoplasmic (Rattus norvegicus), O89049; purified TrxR1 substrate turnover, NADPH consumption readout; further: potency means the concentration at half of the fitted maximal effect; on the % scale 0 is the no-effect control and ±100 the full control effect; nearly all actives have a fitted effect of over 50% in size
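Rat TrxR1, dispensed at 90 nM, was prereduced with 400 uM NADPH (final) for 5 min at ~22 deg C, then incubated with compound 15 min before 400 uM selenite. A first-read NADPH fluorescence drop versus no-compound background flagged substrates.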
Active calls of the source: *; ? = inconclusive; . = not tested or not shown; [ ] = another dose, or the depositor's remark. Unless noted, the call rests on the fitted dose curve; in most records, active means well fitted curve in the direction sought with a large enough effect; inconclusive means small, poorly fitted or top-dose-only effect, or another doubt; inactive means no such curve, though single readings can be large; an effect the other way counts as inactive or inconclusive. These rows are one share of the data. The share of hits here may be higher or lower than overall.

mol | Glioma ERSR ind | Vif-A3F inh | RXFP1 agonist | PI4K2A block | USP1 inh | IDH1 R132H inh | Vif-APOBEC3G blk | LDHA inh | TrxR1 substrate
COc1ccc(-c2ccc([C@H]3[C@H]4C=CC[C@@H](C)[C@@H]4C(=O)N3Cc3ccccc3)c(F)c2)cc1OC | -5% | -7% | 2.5% | -3 | -30% | -7%[38.3 µM] | 1% | 0 | 17%
Cc1ccc(NC(=O)C[n+]2cc(-c3ccc(C)cc3)n3c2CCC3)cc1 | -4% | 1% | 0.5% | 1 | -15% | 10% | 3% | -1 | 3%
CCOC(=O)c1cc(NC(=O)N(C)C2CCCCC2)c(C)nc1C | -3% | -7% | 0.2% | 3 | -25% | 0% | 11% | -6 | 14%
CC1(C)CC(C(CC(=O)Nc2nccs2)c2ccccc2)CCO1 (centres undefined) | -2% | -13% | -0.1% | -3 | -2% | -7% | 0% | -5 | -2%
Cc1ccc(NS(=O)(=O)c2ccc3c(c2)NC(=O)C(C)C(=O)N3)c(Br)c1 (centres undefined) | -4% | 3% | 5.2% | -2 | -14% | -9% | -7% | -6 | -1%[57.1 µM]
Cc1c(C(=O)OC2CCCCC2)sc2nc[nH]c(=O)c12 | 2% | -4% | 1.1% | 2 | -5% | 3% | -2% | -14 | 13%
COC(=O)CN(c1cc(Cl)ccc1OC)S(=O)(=O)c1ccc(OC)c(OC)c1 | -2% | -2% | -0.2% | -2 | -12% | 9% | -7% | -2 | -4%
C=CCOc1ccc(C2NC(=O)c3ccccc3O2)cc1OC (centres undefined) | 1% | 1% | . | 7 | 5% | 1% | -1% | 1 | .
COc1ccc(-c2cc(=O)oc3c(C)c(OCc4nn[nH]n4)ccc23)cc1 | -1% | 3% | -0.6% | -2 | -25% | -15% | 0% | -13 | -6%
O=C(NCCCNC(=O)c1cc(Cl)ccc1Cl)c1ccco1 | -1% | -1% | -0.5% | -1 | -9% | -1% | 0% | -6 | -7%
Cc1cccc(N(CC(=O)N/N=C/c2cc([N+](=O)[O-])ccc2Cl)S(C)(=O)=O)c1C | -5% | -3% | -0.3% | 7 | -14% | 27% | 0% | -11 | -8%
CCOc1ccc(NC(=O)c2ccc(NC(=O)c3ccc(CN4CCOCC4)cc3)cc2)cc1 | -6% | 0% | 0.4% | 1 | 2% | 6% | 3% | -12 | 0%
N#CCc1nc(CSc2nc3ccccc3o2)cs1 | 7% | 0% | 1.4% | -4 | 4% | 2% | 2% | -5 | 7%
CC(C(=O)Nc1ccccc1)N1CCN(C(=O)c2ccco2)CC1 (centres undefined) | -2% | 0% | 0.7% | -2 | -26% | -10% | -7% | -3 | 0%
Cc1cccc(N2C(=O)CC(N(O)c3ccccc3)C2=O)c1 (centres undefined) | 17% | ? | -0.4% | 22 | -6% | 3% | 0% | -3 | 3%
CCN(CC(=O)Nc1ccccc1OC)C(=O)Cn1cnc2ccccc2c1=O | -3% | -13% | 2.1% | 4 | 1% | -1% | 1% | -7 | 5%[57.1 µM]
O=C(/C=C/c1cccc(OCc2ccccc2)c1)c1cccnc1 | 2% | -2% | -1.0% | 12 | ? | 1% | 1% | 0 | 0%
C=C(C)CSc1nc2sc3c(c2c(=O)n1-c1ccccc1)CCC(C)C3 (centres undefined) | 2% | 0% | -2.4% | -4 | 5% | -15% | 3% | -4 | 6%
CCOC(=O)C1(C)CCCN(C(=O)c2cccnc2SC)C1 (centres undefined) | 1% | . | . | 3 | . | . | 3% | -10 | .
CC1CN(c2ccc(Cl)cc2)c2nc3c(c(=O)[nH]c(=O)n3C)n2C1 (centres undefined) | -1% | -2% | -0.2% | 3 | -7% | -10% | -1% | -10 | -13%
COc1cccc(CNC(=O)c2cc3c(c(-c4cccc(-c5cccc(C#N)c5)c4)n2)[C@H](CCO)N(S(=O)C(C)(C)C)C3)c1 (some centres undefined) | -4% | . | . | 0 | . | . | -4% | -2 | .
COc1ccccc1N1C(=O)CC(Nc2ccc(N3CCOCC3)cc2)C1=O (centres undefined) | 2% | 1% | -1.3% | -21 | ? | 9% | 1% | 15 | 6%[57.1 µM]
COc1ccccc1N1CCN(C(=O)CNC(=O)c2ccc(Cl)cc2Cl)CC1 | -3% | 0% | -1.4% | -2 | -21% | -3% | -1% | 0 | 3%[57.1 µM]
O=C(Nc1ccccc1)N(Cc1cccs1)c1ccc(Cl)cc1 | -1% | -11% | -4.3% | 1 | 7% | -16% | -5% | -5 | -7%
C=CCSc1nnc(NC(=O)c2ccc3c(c2)OCCO3)s1 | -7% | ? | . | 1 | ? | 13% | 0% | -1 | .
O=C(COc1ccc(F)cc1)NC1CC1 | -2% | -6% | 0.1% | 2 | -17% | 1% | 2% | 0 | -6%
COc1cc(/C=N/Nc2nc3ccccc3[nH]2)ccc1O | 2% | 3% | -3.0% | 4 | -1% | 2% | -3% | -3 | -3%
COc1ccccc1-c1coc2c(CN3CCN(CCO)CC3)c(O)ccc2c1=O | 0% | 8% | . | 0 | -11% | 12% | 1% | -2 | 124%[activator][57.1 µM]
COCCNC(=O)NC(=O)COC(=O)c1cccn1C | 1% | -24% | 0.6% | -2 | -4% | -13% | 0% | -6 | 6%
CCCN(c1ccc(OCC)cc1)S(=O)(=O)c1ccc2c(c1)NC(=O)CO2 | -4% | 0% | 1.4% | -7 | -18% | 0% | -8% | 2 | 4%
Cn1c(=O)n(Cc2ccco2)c(=N)c2c3c(sc21)CCC3 | -4% | -7% | 3.1% | -5 | -3% | 3% | 0% | 7 | -3%
COc1cccc(C(=O)NOCc2ccc(C)cc2)c1OC | 5% | 0% | -0.1% | 3 | -8% | 14% | 3% | -2 | -8%
Oc1ccc(/C=N\Nc2cc(N3CCOCC3)nc(N3CCOCC3)n2)c(O)c1 | 1% | -19% | 3.8% | 2 | ? | 9% | -23% | 22 | -17%
COc1ccccc1C=C1SC(=S)NC1=O | 0% | -7% | . | -6 | 2% | 1% | 0% | -4 | -23%
Cc1nc(NC(=O)CSc2ccc(-c3nc4ccccc4[nH]3)cn2)sc1C | -10% | ? | 4.0% | -5 | -19% | 2% | -25% | -6 | 6%[57.1 µM]
CC(=O)Nc1ccc(C(=O)Nc2cccc(S(=O)(=O)N(C)c3ccccc3)c2)cc1 | -6% | 1% | 1.0% | 2 | -9% | 9% | -11% | -7 | 2%
Cc1ccc(NC(=O)C2CCN(S(=O)(=O)c3ccc4[nH]c(=O)ccc4c3)CC2)cc1C | -2% | -3% | 2.3% | -8 | -15% | -4% | -11% | -9 | 8%[11.4 µM]
CCOc1cnc(-c2c(-c3c(Cl)cccc3Cl)noc2C)o1 | -4% | -2% | -0.2% | -1 | -16% | -2% | -17% | -3 | -2%
CCOC(=O)c1cnc2c(C)c(C)ccc2c1Nc1ccc(S(=O)(=O)Nc2ncccn2)cc1 | -2% | -6% | 7.2% | -4 | -14% | -6% | -11% | -4 | -13%
CC(C)(C)c1cc(/C=N/NC(=O)C[n+]2ccccc2)cc(C(C)(C)C)c1O | 0% | 1% | 0.0% | 1 | -16% | 5% | 2% | 1 | -4%
CCC1=C(OC(=O)N(CC)CC)N2C(=O)OC(=NCC3CC3)[C@]2(Cc2ccccc2)[C@H]2C1=CC[C@H]1C(=O)NC(=O)[C@H]12 | -4% | 1% | -3.6% | -3 | -21% | 4% | -5% | -1 | -8%[57.1 µM]

For convenience, some entries already given.
mol | Glioma ERSR ind | Vif-A3F inh | RXFP1 agonist | PI4K2A block | USP1 inh | IDH1 R132H inh | Vif-APOBEC3G blk | LDHA inh | TrxR1 substrate
CCOc1cnc(-c2c(-c3c(Cl)cccc3Cl)noc2C)o1 | -4% | -2% | -0.2% | -1 | -16% | -2% | -17% | -3 | -2%
CCOC(=O)c1cnc2c(C)c(C)ccc2c1Nc1ccc(S(=O)(=O)Nc2ncccn2)cc1 | -2% | -6% | 7.2% | -4 | -14% | -6% | -11% | -4 | -13%
CC(C)(C)c1cc(/C=N/NC(=O)C[n+]2ccccc2)cc(C(C)(C)C)c1O | 0% | 1% | 0.0% | 1 | -16% | 5% | 2% | 1 | -4%
CCC1=C(OC(=O)N(CC)CC)N2C(=O)OC(=NCC3CC3)[C@]2(Cc2ccccc2)[C@H]2C1=CC[C@H]1C(=O)NC(=O)[C@H]12 | -4% | 1% | -3.6% | -3 | -21% | 4% | -5% | -1 | -8%[57.1 µM]

Source: PubChem
